Mdm2 ligase inh: MDM2-luciferase reporter signal enhancers, primary screen, MDM2 E3 ligase inhibitor project, cell-based, luminescence, 1536-well; hit rate 0.11% among 210,000; cell-based MDM2 ubiquitination luciferase reporter, 2 h; 0 = plate control, 100 = twice control, blank-subtracted; E3 ubiquitin-protein ligase Mdm2 (Homo sapiens), Q00987; signal enhancement, % at 5 µM;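 active = signal enhancement of 30% or more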;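 note: luminescence tracks abundance of the self-degrading MDM2-luciferase fusion protein; higher signal means inhibition of MDM2 E3 ligase activity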
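test system = mammalian cells stably expressing self-ubiquitinating, self-degrading MDM2 E3–luciferase fusion | quantity = 2000 cells/well | incubation = cell settling 4 h, compound treatment 2 h, both 37 °C | signal = luminescence with SteadyLite reagent, 15 min at room temperature | evaluation = % enhancement relative to plate controls after blank subtraction | benchmarks = plate controls and plate blanks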
p97 inhibitor: inhibitors of human p97 ATPase, primary screen, biochemical | hit rate 0.42% among 220,000 | recombinant p97 ATPase, Kinase-Glo ATP luminescence, 3 h | AID 1481, 2009 | Transitional endoplasmic reticulum ATPase (Homo sapiens), P55072 | inhibition, % at 8 µM; in the data active = inhibition above about 15%;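 note: 0% = DMSO vehicle and 100% = wells lacking enzyme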
FXIIa inh: human FXIIa protease inhibitors, primary screen, biochemical, 1536-well; Coagulation factor XII (Homo sapiens), P00748; purified FXIIa, Boc-QGR-AMC fluorogenic substrate, 2 h; inhibition, % at 5 µM; hit rate 0.3% among 220,000; AID 800, 2007; in the data active = inhibition above about 40%;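 note: 0% = enzyme with no compound and 100% = blank without enzyme; many of its hits are not listed in these tables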
FXIa inh: human FXIa protease inhibitors, primary screen, biochemical, 1536-well. hit rate 0.14% among 220,000. AID 798, 2007. purified FXIa, Boc-Glu-Ala-Arg-AMC fluorogenic substrate. inhibition, % at 5 µM;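 active = inhibition of at least 40%; inactive = inhibition below 40%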;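 note: fluorescence of freed AMC excited at 355 nm; 0% = enzyme without compound and 100% = no enzyme blank; many of its hits are not listed in these tables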
Rad51 HR inh: human RAD51 strand exchange inhibitors, primary screen, biochemical, fluorescence | hRad51 DNA strand exchange, fluorescence dequenching | inhibition, % at 10 µM | hit rate 0.085% among 200,000;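 active = inhibition above 40% at the single screening dose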;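 note: 0% = DMSO control wells and 100% = blanks with heterologous ssDNA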
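material = hRad51 filaments on single-stranded DNA | timing = filaments 15 min 37 °C, then compound 30 min | signal = FRET fluorescence dequenching, excitation 485 nm, emission 520 nm | benchmarks = control wells and blank wells on each plate | evaluation = percent inhibition relative to plate controls and blanks | compound = 10 µM final, single point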
KLK5 inh: human KLK5 protease inhibitors, primary screen, biochemical, 1536-well; Kallikrein-5 (Homo sapiens), Q9Y337; recombinant hK5, fluorogenic AMC substrate cleavage; inhibition, % at 5 µM; hit rate 0.59% among 210,000; AID 873, 2007;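 active = inhibition of 40% or more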;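 note: 0% = enzyme controls without compound and 100% = no-enzyme blanks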
Wee1 degr inh: Wee1 degradation inhibitors, primary screen, cell-based, HeLa, Wee1K328M-luciferase, luminescence; Wee1-like protein kinase (Homo sapiens), P30291; HeLa Luc-Wee1K328M stability; 100% = proteasome inhibitor MG132 effect; reporter increase, % at 5 µM; hit rate 1.2% among 220,000;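 active = activation above the mean of all tested compounds plus 3 SD, set per screening run, cut at about 8.8% in these data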;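 note: cells exposed to compound for 20 h before luminescence read; 0% = DMSO alone and 100% = MG132 at 30 µM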
eIF4E 4G PPI: eIF4E–eIF4G protein interaction inhibitors, primary screen, biochemical, uHTS, TR-FRET, eIF4GI fragment | Eukaryotic translation initiation factor 4E (Mus musculus) + Eukaryotic translation … | TR-FRET eIF4E-eIF4GI(517-606) binding, 2 h | inhibition, % at 21.7 µM | hit rate 0.37% among 220,000;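 active = inhibition above about 30%, limit read from the data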;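 note: 0% = full FRET control wells and 100% = background wells lacking eIF4GI fragment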
Target sequence (P63073 whole entry, looked up, the tested form may be a part): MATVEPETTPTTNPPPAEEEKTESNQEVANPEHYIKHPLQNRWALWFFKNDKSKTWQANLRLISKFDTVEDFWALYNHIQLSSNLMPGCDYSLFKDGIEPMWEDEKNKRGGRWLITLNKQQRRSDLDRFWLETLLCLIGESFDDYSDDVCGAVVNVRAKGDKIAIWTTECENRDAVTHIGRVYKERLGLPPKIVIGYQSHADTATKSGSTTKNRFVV
Target sequence (Q04637 whole entry, looked up, the tested form may be a part): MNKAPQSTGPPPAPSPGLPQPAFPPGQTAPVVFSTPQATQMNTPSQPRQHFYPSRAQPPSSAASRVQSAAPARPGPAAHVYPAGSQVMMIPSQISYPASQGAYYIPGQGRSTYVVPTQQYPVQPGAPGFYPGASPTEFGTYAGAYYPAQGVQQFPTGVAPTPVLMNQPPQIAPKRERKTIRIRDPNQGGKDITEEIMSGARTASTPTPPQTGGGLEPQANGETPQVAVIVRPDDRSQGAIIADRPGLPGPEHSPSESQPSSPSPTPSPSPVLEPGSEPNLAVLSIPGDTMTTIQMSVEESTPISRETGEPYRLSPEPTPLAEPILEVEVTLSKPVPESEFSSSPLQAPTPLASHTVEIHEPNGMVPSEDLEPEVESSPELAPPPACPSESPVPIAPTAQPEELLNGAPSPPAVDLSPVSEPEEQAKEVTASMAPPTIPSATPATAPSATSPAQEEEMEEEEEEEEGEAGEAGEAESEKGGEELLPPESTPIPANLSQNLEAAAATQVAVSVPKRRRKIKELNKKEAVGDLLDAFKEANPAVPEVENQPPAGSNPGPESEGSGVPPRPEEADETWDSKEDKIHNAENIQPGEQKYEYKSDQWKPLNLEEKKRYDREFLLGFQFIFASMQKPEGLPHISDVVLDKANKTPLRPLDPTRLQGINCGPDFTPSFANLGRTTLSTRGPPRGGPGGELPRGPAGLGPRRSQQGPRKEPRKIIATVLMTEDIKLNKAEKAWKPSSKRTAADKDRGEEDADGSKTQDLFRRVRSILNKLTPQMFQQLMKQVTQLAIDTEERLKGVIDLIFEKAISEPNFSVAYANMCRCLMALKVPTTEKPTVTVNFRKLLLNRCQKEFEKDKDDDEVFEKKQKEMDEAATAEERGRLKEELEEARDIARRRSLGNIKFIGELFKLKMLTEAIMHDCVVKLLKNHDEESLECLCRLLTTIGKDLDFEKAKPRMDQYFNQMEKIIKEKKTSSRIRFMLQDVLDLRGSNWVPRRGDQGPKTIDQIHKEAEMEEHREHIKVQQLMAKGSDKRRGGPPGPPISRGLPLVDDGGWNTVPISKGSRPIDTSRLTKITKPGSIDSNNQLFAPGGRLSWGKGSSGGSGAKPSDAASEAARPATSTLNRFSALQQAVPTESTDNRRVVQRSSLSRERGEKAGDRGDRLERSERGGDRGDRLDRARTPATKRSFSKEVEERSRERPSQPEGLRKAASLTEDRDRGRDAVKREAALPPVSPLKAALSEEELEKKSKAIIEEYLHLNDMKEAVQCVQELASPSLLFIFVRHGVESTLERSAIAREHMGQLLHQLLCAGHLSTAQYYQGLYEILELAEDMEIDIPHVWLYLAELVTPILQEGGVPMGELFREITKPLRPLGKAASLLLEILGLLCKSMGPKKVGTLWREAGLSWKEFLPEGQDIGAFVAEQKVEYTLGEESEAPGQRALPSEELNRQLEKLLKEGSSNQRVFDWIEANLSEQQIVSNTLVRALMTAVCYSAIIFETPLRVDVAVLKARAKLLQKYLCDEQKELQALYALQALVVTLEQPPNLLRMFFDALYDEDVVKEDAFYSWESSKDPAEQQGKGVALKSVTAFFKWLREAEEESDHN
14-3-3 Bad PPI: inhibitors of 14-3-3 zeta/Bad binding, primary screen, biochemical, TR-FRET, bovine 14-3-3 zeta; 14-3-3 protein zeta/delta (Bos taurus), P63103; TR-FRET 14-3-3zeta/Dy647-pBad peptide displacement, 1 h; inhibition, % at 21.7 µM; hit rate 0.71% among 220,000;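 active = inhibition above about 70%, limit read from the data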;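 note: 0% = full 14-3-3 plus peptide FRET controls and 100% = background without 14-3-3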
The depositor's hits bear a star; nt = no result given; [ ] = remark or other dose. This is a random part of the collection (roughly 3.5% active in at least one column).

SMILES	Mdm2 ligase inh	p97 inhibitor	FXIIa inh	FXIa inh	Rad51 HR inh	KLK5 inh	Wee1 degr inh	eIF4E 4G PPI	14-3-3 Bad PPI
S=C(Nc1ccccc1)N1CCOCC1	-2	13	7	0	-6	4	3	-5	-9
Cn1c(NN)nc2ccccc2c1=O	-8	0	8	-3	-3	-5	1	-5	-5
CC1(C)Cc2c(sc3[nH]c(=S)n(Cc4ccccc4)c(=O)c23)CO1	nt	-1	12	12	5	12	-1	4[fluorescence artefact?]	-8[fluorescence artefact?]
Cc1ccc(-c2c(C(=O)N3CCOCC3)oc(=O)c3ccccc23)cc1	-5	-8	5	-2	-8	0	1	-1	5
COCCNS(=O)(=O)c1ccc(SC)cc1	-27	-7	31	19	0	-8	2	5	12
CNC(=S)n1cnc(N)n1	nt	7	5	1	nt	2	0	-9	-3
CC(=O)N(c1ccccc1)c1nc(C)cc(C)c1C#N	1	0	14	7	-6	-8	1	1	7
Cc1ccc(-c2nc(CN3CCN(c4cnccn4)CC3)c(C)o2)o1	-6	4	14	3	3	6	2	-5	-11
COc1ccc2c(C)cc(SCC(=O)Nc3cc(C(N)=O)cc(C(N)=O)c3)nc2c1	5	-5	-3	-5	nt	-6	5	3	-6
Cc1cc(CNC(=O)c2cccnc2Cl)c2ccccc2n1	7	-1	7	-5	2	-1	0	3	-2
CCn1c(NCc2cccs2)nc2ccccc21	-16	2	4	-8	-25	-11	1	3	1
CCn1c(/C=C/c2ccccc2)nc2ccccc2c1=O	4	0	5	-3	-6	3	-3	0	2
CCOc1cc(C(=O)NCCc2ccc(S(N)(=O)=O)cc2)cc(OCC)c1OCC	-1	-1	0	-2	-2	-6	-3	0	0
O=C(NC(=S)NCc1ccc(-c2nc3ccccc3s2)cc1)c1ccco1	-18	-6	14	6	1	1	6	5	-4[fluorescence artefact?]
O=C1Nc2ccccc2OC1CC(=O)N1CCOCC1 (stereo not drawn)	-10	0	19	1	2	-2	-2	1	8[fluorescence artefact?]
CCN(CC)CCn1c(SCC(=O)NCc2ccccc2)nc2c(sc3ccccc32)c1=O	-15	-2	4	-1	4	-17	0	0	8
COc1cc(CC2COC(c3ccc(O)c(OC)c3)C2COC(C)=O)ccc1O (stereo not drawn)	-29	nt	9	1	-5	0	nt	9	22
CC(C)n1c(-c2ccncc2)n[nH]c1=S	-20	-4	1	-7	-6	-7	-2	0	19
CCOC(=O)c1c(C)n(-c2ccc(C)cc2)c2ccc(O)c(CN(C)C)c12	-10	0	5	-4	28	-5	1	-2	-16
Cc1ccc2nc(NC(=O)CSc3nc4c(c(=O)n3C)SC(C)C4)sc2c1 (stereo not drawn)	-15	10	7	-3	4	-21	1	-45	-8
CCOC(=O)c1cc2c(ccn2C)n1CC(=O)N1CCCC(C)C1 (stereo not drawn)	17	1	11	1	-9	5	2	5	-19
C/C(=N\NC(=O)c1ccccc1C)c1cccc([N+](=O)[O-])c1	-18	12	6	-11	-4	-19	-2	-7[fluorescence artefact?]	-5[fluorescence artefact?]
CCOC(=O)C1CCCN(C2CC(=O)N(c3ccc(N4C(=O)CC(N5CCCC(C(=O)OCC)C5)C4=O)cc3)C2=O)C1 (stereo not drawn)	-3	-3	7	-4	-19	-6	2	5	2
CCc1ccc(NC(=O)CCNS(=O)(=O)c2cccc3nonc23)cc1	-24	0	18	16	-2	22	2	-2	-9
CCC(C(=O)OCC(=O)Nc1ccc(OC)cc1OC)c1ccccc1 (stereo not drawn)	-92	-3	nt	35	-8	17	-2	3	4

In a second layout: 6 of the compounds above.
| SMILES | Mdm2 ligase inh | p97 inhibitor | FXIIa inh | FXIa inh | Rad51 HR inh | KLK5 inh | Wee1 degr inh | eIF4E 4G PPI | 14-3-3 Bad PPI |
| --- | --- | --- | --- | --- | --- | --- | --- | --- | --- |
| CCC(C(=O)OCC(=O)Nc1ccc(OC)cc1OC)c1ccccc1 (stereo not drawn) | -92 | -3 | nt | 35 | -8 | 17 | -2 | 3 | 4 |
| Cc1ccc(-c2nc(CN3CCN(c4cnccn4)CC3)c(C)o2)o1 | -6 | 4 | 14 | 3 | 3 | 6 | 2 | -5 | -11 |
| COc1cc(CC2COC(c3ccc(O)c(OC)c3)C2COC(C)=O)ccc1O (stereo not drawn) | -29 | nt | 9 | 1 | -5 | 0 | nt | 9 | 22 |
| Cn1c(NN)nc2ccccc2c1=O | -8 | 0 | 8 | -3 | -3 | -5 | 1 | -5 | -5 |
| CCc1ccc(NC(=O)CCNS(=O)(=O)c2cccc3nonc23)cc1 | -24 | 0 | 18 | 16 | -2 | 22 | 2 | -2 | -9 |
| CCn1c(/C=C/c2ccccc2)nc2ccccc2c1=O | 4 | 0 | 5 | -3 | -6 | 3 | -3 | 0 | 2 |

Continuation.
SMILES	Mdm2 ligase inh	p97 inhibitor	FXIIa inh	FXIa inh	Rad51 HR inh	KLK5 inh	Wee1 degr inh	eIF4E 4G PPI	14-3-3 Bad PPI
CCOc1ccc(CN2CCN(Cc3c(C)nn(CC)c3C)CC2CCO)cc1 (stereo not drawn)	-9	8	6	3	nt	1	0	1	4
COc1ccc(S(=O)(=O)c2ccc(OCC3CO3)cc2)cc1 (stereo not drawn)	-4	1	4	0	-2	-10	0	2	-5
c1ccc(NC2=Nc3ccccc3CS2)cc1	-17	-3	11	0	-11	0	4	-2	-3[fluorescence artefact?]
Cc1c(O)c(=O)c2ccccc2n1C	nt	-2	-46	-44	1	-64	-1	4	12
O=C(NC(NNc1ccc([N+](=O)[O-])cc1)(C(F)(F)F)C(F)(F)F)c1ccccc1Cl	-10	-2	18	7	2	-3	-2	-6	-5
O=C(CSc1nc2ncccc2[nH]1)c1cccc([N+](=O)[O-])c1	-3	11	14	3	0	2	7	-1[fluorescence artefact?]	3
O=C(CC1CCOCC1)Nc1ccc(Cl)c(Cl)c1	-24	2	10	-2	24	-4	7	-1	-11
CCOc1cccc(NC(=O)C2CC(=O)N(c3ccc(F)cc3)C2)c1 (stereo not drawn)	2	3	9	-2	3	1	-1	-3	-5
COc1ccc(-c2csc(/C(C#N)=C/Nc3ccc4c(c3)OCCO4)n2)cc1	0	1	14	5	-5	-1	-1	-1	-14[fluorescence artefact?]
CCCCN(CC)C(=O)c1cccc(Cl)c1	-13	0	-5	-1	-4	3	6	3	6
O=S(=O)(CCc1nc2ccccc2[nH]1)c1ccc(Br)cc1	6	4	0	-1	7	-15	0	17	-7
CCSc1nc2c(c(-c3ccc(C)o3)c1C#N)CCCC2	-10	-2	22	4	-1	10	-3	1[fluorescence artefact?]	6[fluorescence artefact?]
CCOc1ccccc1CNC(=O)C1CCCN(c2nc3ccccc3o2)C1 (stereo not drawn)	3	-1	6	0	4	2	-2	8	1
Cc1ccccc1NS(=O)(=O)c1ccc2c(c1)NC(=O)CO2	2	-1	6	-9	4	-5	0	-2	2
CN1CCC(N(C)C(=O)CCc2nc3ccccc3n2-c2ccccc2)CC1	-12	-1	7	-2	13	1	2	-2	-1
Clc1ccc(OCc2cc(-c3ccccc3)no2)cc1Cl	-9	1	19	14	3	12	-2	-6	-1[fluorescence artefact?]
CCn1c(=O)c(C(=O)NCCNCCO)c(O)c2ccccc21	-8	3	15	3	-5	-12	2	nt	nt
Cc1ccc(N2C(=O)CN=C2Nc2nc(C)cc(C)n2)cc1	0	4	14	5	8	3	1	-5	-18
CC1CCN(CCCn2c(=S)[nH]c3ccccc3c2=O)CC1	-5	-1	11	2	1	1	1	-5	-2
CCOC(=O)C1CCN(C(=O)COc2ccc(Cl)cc2C)CC1	-17	-3	8	-5	-3	1	2	3	-9
Cc1ccnc2nc(C(=O)NC3CCCc4ccccc43)nn12 (stereo not drawn)	-8	5	8	-4	-5	-3	-2	0	-12
Cc1cc(NC(=O)CSc2ncccn2)no1	-6	3	12	7	-4	0	-2	3	-3[fluorescence artefact?]
CC(C)=CCN1CCN(Cc2cnc(N3CCOCC3)s2)CC1CCO (stereo not drawn)	-11	-1	7	-3	2	-6	0	-2	-5
O=S(=O)(c1ccccc1)c1ncc(C(F)(F)F)cc1O	10	5	5	-1	2	2	0	12	8
CC(=O)OCC(=O)[C@H]1CC[C@H]2[C@@H]3CC=C4C[C@@H](O)CC[C@]4(C)[C@H]3CC[C@]12C	nt	6	14	5	-2	-8	-2	-3	-2

Continued:
SMILES	Mdm2 ligase inh	p97 inhibitor	FXIIa inh	FXIa inh	Rad51 HR inh	KLK5 inh	Wee1 degr inh	eIF4E 4G PPI	14-3-3 Bad PPI
CCOC(=O)C1=C(C)N=C2SCCC(=O)N2C1c1ccc(OC)cc1 (stereo not drawn)	-7	0	9	0	7	16	3	1	-2
COC(=O)[C@H](CC(C)C)NC(=O)Nc1ccc(S(N)(=O)=O)cc1	-12	-6	6	0	-20	6	0	1	3
Cc1nc2ccccc2cc1O	-16	-6	-38	-17	-2	-82	-2	-3	-3
COc1cc(/C=C/C(=O)O)ccc1OCc1ccc([N+](=O)[O-])cc1	-26	8	3	1	-5	-6	-1	1	0
COc1ccc(N2CCN(C(=O)COc3ccc4ccccc4c3)CC2)cc1	-9	-1	-5	-7	-1	-8	0	-2	-11
Cc1nn(CC(=O)Nc2cccnc2)c(C)c1[N+](=O)[O-]	-12	5	5	-5	2	-3	-1	2	0
CCOC(=O)c1ccc(NC(=O)CN2C(=O)CSC2=O)cc1	1	3	-7	-6	-1	0	-2	0	4
CCN(CC)CCCNc1cc(C)nc2cc(-c3cccs3)nn12	-59	1	3	-1	0	-1	8	2	-6
COc1ccc(Nc2nc(N)nc(CSC(=S)N3CCC(C)CC3)n2)cc1	-6	2	8	10	-9	-1	2	5	10
Cc1cc(C(=O)NCCN2C(=O)S/C(=C\c3cccs3)C2=O)ccc1[N+](=O)[O-]	3	-5	-1	-1	13	-5	1	-12	-2
CCNC(=S)Nc1cccc([N+](=O)[O-])c1	-3	3	5	-2	14	-13	-1	1	-2
Cc1cc(C)n(C(=O)CNC(=O)CCc2ccccc2)n1	-14	4	11	-3	-2	-4	-3	2	-6[fluorescence artefact?]
Cc1ccc(C(=O)COC(=O)c2cccs2)cc1	-69	-3	17	10	-2	4	5	-4	9
O=C(Nc1cccc(O)c1)c1ccc(C(F)(F)F)cc1	2	-8	7	3	-20	13	0	0	0
CC1=CC(C)C(C(=O)O)C(C(=O)N2CCN(C)CC2)C1 (stereo not drawn)	7	0	5	-3	-4	-6	0	1	-8
Cc1occc1-c1nnc(SCC(=O)N(C)CCC#N)n1N	-5	0	16	6	-13	-7	-1	6	-20
CN(/N=C/c1ccc(C(C)(C)C)cc1)C1=NCCN1	-12	2	10	-3	9	-3	2	1	-5
CSc1nsc(SCC(=O)NC2CCCCC2)n1	23	-5	2	2	-2	-9	1	0	-3
CC(=O)NCCOc1nc(N(C)C)nc(N(C)C)n1	-23	1	0	-16	-8	-26	-3	5[fluorescence artefact?]	-7
NC(N)=NC(N)=Nc1ccc(O)cc1	-21	10	5	-7	14	-5	1	4	2

Source: PubChem BioAssay
